Compound activity: PubChem, National Center for Advancing Translational Sciences (NCATS)
a7 integrin act – activates integrin-mediated alleviation for muscular dystrophy. alpha7betagal myoblasts, beta-gal FDG fluorescence, 48 h. Potency, µM (top dose mostly 38.3 µM), for inactives: at the top dose activation, hits mostly activators. 0.064% of 350,000 active. AID 624291;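 note: potency is the fitted concentration of half-maximal effect; 100% = response of the positive control SU9516; nearly all actives have a fitted effect of over 60% in size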
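alpha7betagal+/- myoblasts (passage 13, 250/well) treated 48 h at 37C with compounds at 1:260 dilution of DMSO stock. Lysed, then beta-galactosidase activity read as FDG fluorescence (ex 480/em 540) after 30 min, with pre-read for autofluorescence.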
TCR activator – activates T cell receptor signaling; primary human leukocytes, anti-CD3, IL-2 HTRF, 48 h; Potency, µM (doses to about 9.22 µM), without a hit: top-dose activation of IL-2 secretion, most hits filed as activators; 330,000 tested, under 10 active; note: % of control where 0% means no effect
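Compounds are tested in HTS on primary human leukocytes co-incubated with a-CD3 beads for 48 hr. IL-2 output is measured by time-resolved FRET.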
MLL CXXC-DNA inh – MLL CXXC-DNA interaction inhibition. Q03164. MLL-CXXC / FITC-HOXA9 DNA fluorescence polarization. Potency, µM (top dose mostly 115 µM), without a hit: at the top dose activity change, negative = inhibition, actives largely listed as inhibitors. 0.037% of 290,000 active; active = well fitted inhibition curve with a large enough effect in the polarisation, with a control signal flat, not every such curve was filed as active; inconclusive = small, poorly fitted or top-dose-only effect, or effect the other way, or a change in a side signal; inactive = no such curve, though single readings can be large or run the other way; the % refers to the polarisation; note: potency is the fitted concentration of half-maximal effect
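Steps: dispense CXXC domain solution (7 uM) → pin compounds or unlabeled HOX-A9 DNA control → 5 min ambient → add FLSN-HOX-A9 solution (50 nM) → spin → 30 min ambient → fluorescence polarization. Tris pH 7.5/NaCl/DTT/BSA buffer.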
A-T KAP1 phos – candidate therapy for ataxia-telangiectasia | […] A-T fibroblasts, KAP-1 phosphorylation AlphaLISA; neocarzinostatin DNA damage 30 min before lysis | Potency, µM (top dose mostly 57.5 µM), without a hit: at the top dose activation, actives largely listed as activators | 0.19% of 320,000 active | AID 485349; note: potency is the fitted concentration of half-maximal effect; % of control where 0% means no effect; nearly all actives have a fitted effect of over 45% in size
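ATM-like activity read as KAP-1 phosphorylation via AlphaLISA donor/acceptor antibody pairs after lysis and 6 hr at 25C. Cells were ATM-null patient fibroblasts ([…], hTERT), dosed 60 min, then exposed to the DSB inducer NCS for 30 min.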
S-ASM inh – inhibitors of human secretory acid sphingomyelinase; placental ASM, HMU-PC fluorogenic substrate, 60 min; AID 504937; 0.006% of 340,000 active; Potency, µM (highest dose often 57.5 µM), inactives show top-dose activity change, negative = inhibition, most hits filed as inhibitors; note: potency is the fitted concentration of half-maximal effect
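Steps: dispense placental human ASM, pin compound, wait 10 min at room temperature, add HMU-PC0 substrate at 9 uM final, incubate 60 min at 37 °C, add stop solution raising pH to 10, read fluorescence.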
Mito fusion yeast – mitochondrial division inhibition or fusion activation; S. cerevisiae fusion-defective mutant growth rescue, CellTiterGlo 48 h; Potency, µM (titrated, usually from 46.1 µM), without a hit: at the highest dose growth rescue (activation), actives largely listed as activators; 0.23% of 320,000 active;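 note: potency is the fitted concentration of half-maximal effect; % of control where 0% means no effect; nearly all actives have a fitted effect of over 45% in size; temperature-sensitive fusion mutants such as fzo1-1 at 37 °C on non-fermentable ethanol glycerol medium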
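S. cerevisiae fusion-defective temperature-sensitive mutants (e.g. fzo1-1, mgm1-5) grown 48 h at 37C in YPEG (ethanol/glycerol non-fermentable) medium with 23 nl compound per well; growth rescue read as CellTiterGlo luminescence.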
TSG101-PTAP inh – blocks PTAP/TSG101 interaction to inhibit HIV-1 budding | Q99816 | Fluorescence polarization, FITC-PTAP peptide / Tsg101 binding | Potency, µM (highest dose often 115 µM), inactives show top-dose activity change, negative = inhibition, most hits filed as inhibitors | 340,000 tested, under 10 active | AID 493005; active = well fitted inhibition curve with a large enough effect in the main read-out, with a control signal flat, not every such curve was filed as active; inconclusive = small, poorly fitted or top-dose-only effect, or effect the other way, or a change in a side signal; inactive = no such curve, though single readings can be large or run the other way; note: potency is the fitted concentration of half-maximal effect; % of control where 0% means no effect
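Compounds were pin-transferred onto Tsg101 binding domain (10 uM final) in HEPES pH 7.5 buffer, then FITC-PTAP peptide was added at 50 nM final. After 20 min at RT, polarization reported peptide displacement across a qHTS concentration series.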
TSHR antag – human thyrotropin receptor antagonism; activity change, negative = inhibition, % at 11.5 µM; P16473; 0.2% of 330,000 active; AID 504810; TSHR-expressing cells, TSH-stimulated cAMP HTRF, 2 h; active compounds read low;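 active = activity change below a set negative limit, meaning inhibition stronger than a set level, cut at about -70% in these data; inconclusive = activity change between two set negative limits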; note: % is set by controls: 0 for no effect and ±100 for the full control effect
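Antagonism was scored as loss of TSH-driven cAMP in TSHR cells, stimulated with 4nM TSH (EC80) for 2 hours at 37 deg C and detected by homogeneous HTRF competition immunoassay.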
MBNL1-CUG inh – blocks human MBNL1 binding to CUG repeat RNA; Potency, µM (series often up to 57.5 µM), inactives show top-dose activity change, negative = inhibition, hits mostly inhibitors; 0.036% of 280,000 active; TR-FRET MBNL1-His/biotin-(CUG)12 binding, 665/545 ratio; active = well fitted inhibition curve with a large enough effect in the signal ratio, with a control signal flat, not every such curve was filed as active; inconclusive = small, poorly fitted or top-dose-only effect, or effect the other way, or a change in a side signal; inactive = no such curve, though single readings can be large or run the other way; the % refers to the signal ratio; note: potency is the fitted concentration of half-maximal effect; % is set by controls: 0 for no effect and ±100 for the full control effect
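TR-FRET readout: Ex 340 nm, 665/545 nm emission ratio, normalized to buffer-only (basal) and MBNL1-(CUG)12 controls. Complex of MBNL1-His with Biotin-(CUG)12, compounds 92 nM–58 uM, incubated 60 min at room temperature.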
Menin-MLL TR inh – displaces Texas Red mutant MLL peptide from human menin; O00255; Menin + Texas Red MLL mutant peptide, fluorescence polarization; Potency, µM (series often up to 61.6 µM), without a hit: top-dose FP activity change, negative = inhibition, actives largely listed as inhibitors; 0.23% of 270,000 active; active = well fitted inhibition curve with a large enough effect in the polarisation, with a control signal flat, not every such curve was filed as active; inconclusive = small, poorly fitted or top-dose-only effect, or effect the other way, or a change in a side signal; inactive = no such curve, though single readings can be large or run the other way; the % refers to the polarisation; note: potency is the fitted concentration of half-maximal effect; % of control where 0% means no effect; many of its hits are not listed in these tables
* = called active by the depositor; ? = inconclusive; . = not tested or not shown; [ ] = another dose, or the depositor's remark. Unless noted, calls come from the whole dose curve; as a rule, active = well fitted curve in the direction sought with a large enough effect; inconclusive = small, poorly fitted or top-dose-only effect, or another doubt; inactive = no such curve, though single readings can be large; an effect the other way counts as inactive or inconclusive. Only part of the results is shown; the hit share may differ from the screen's.

SMILES	a7 integrin act	TCR activator	MLL CXXC-DNA inh	A-T KAP1 phos	S-ASM inh	Mito fusion yeast	TSG101-PTAP inh	TSHR antag	MBNL1-CUG inh	Menin-MLL TR inh
COc1ccc(OC(C)=O)c(C2c3cc(OC)c(OC)cc3CCN2C(C)=O)c1 (centres undefined)	-11%	-20%	3%	2%	-4%	-3%	-10%	-2	-5%	1%
O=C(Cn1cc(C(F)(F)F)cc(Cl)c1=O)NCc1ccc(Cl)cc1	5%	3%	-6%	-1%	32%	-10%	1%	1	11%	10%
COC(=O)c1ccccc1NC(=O)c1c(Br)cnn1C	16%	2%	1%	.	-1%	.	-5%	-6	-16%	5%
O=C(COC(=O)c1cc(S(=O)(=O)N2CCOCC2)ccc1F)Nc1ccc2c(c1)OCO2	6%	2%	.	-4%	1%	.	-5%	-6	.	.
CC(=O)c1cccc(NC(=O)COc2ccc3oc(=O)cc(C)c3c2)c1	6%	0%	57%[activator]	13%	-1%	2%	5%	-6	7%	2%
Cc1nc(C)n(CC(O)COc2ccc3ccccc3c2)n1 (centres undefined)	-3%	-6%	-6%	6%	0%	-4%	-8%	-4	-1%	5%
CCCn1c(SCC(=O)N2CCc3ccccc32)nnc1-c1ccncc1	.	.	0%	-5%	.	4%	.	-1	-11%	2%
O=c1c2ccccc2nnn1CSc1nnc(-c2cccc(S(=O)(=O)N3CCCCC3)c2)o1	-62%	5%	-6%	-5%	-1%	10%	-2%	8	10%	3%
CCOc1cc(CNc2ccccc2SC)ccc1O	.	.	26%	15%	.	2%	.	-6	12%	11%
CCCn1c(/C=C/c2ccccc2)nc2ccccc21	-35%	.	-5%	9%	177%[activator]	-11%	-7%	6	?	-21%
CCn1c2ccc(F)cc2c2nnc(SCCN3CCOCC3)nc21	-23%	-1%	-2%	-4%	0%	9%	-6%	2	?	19%
COCCn1c(SCC(=O)Nc2cc(Cl)ccc2OC)nc2c(c1=O)SC(C)C2 (centres undefined)	-28%	2%[46.1 µM]	-1%	2%	-9%	10%	0%	-12	12%	9%
CC12CN3CCN(CC(C3)C1(O)CN1CCOCC1)C2 (centres undefined)	16%	-5%	10%	-3%	17%	1%	-1%	-3	-10%	18%
COc1ccc(C(C)=O)cc1COc1ccc(F)cc1	-4%	-6%	-3%	9%	-1%	0%	-6%	-3	-3%	3%
COc1nnc(OC)c2ccccc12	-3%	2%	8%	-1%	1%	1%	-4%	18	-4%	4%
CNC(=O)/C(C#N)=C/c1c(N(Cc2ccccc2)Cc2ccccc2)nc2c(C)cccn2c1=O	-26%	0%[46.1 µM]	11%	-3%	14%	?	2%	-5	15%	-9%
CCN(CC)S(=O)(=O)c1ccc(F)cc1	17%	5%[46.1 µM]	-2%	-1%	5%	-4%	-3%	2	-11%	17%
COc1cc(CNCCCN2CCOCC2)c(Br)cc1OCC(=O)Nc1ccccc1C	-41%	-12%	34%	5%	2%	-4%	0%	-3	-3%	-20%
O=C1/C(=C/c2ccccn2)SC(=S)N1NS(=O)(=O)c1ccccc1	2%	0%	-4%	-5%	-20%	-1%	-3%	-17	7%	14%
CCOC(=O)CC1=C(C(=O)OCC)C(c2cc(OC)c(OC)cc2OC)C(C#N)=C(N)O1 (centres undefined)	2%	-2%	-3%	-6%	9%	2%	-4%	1	8%	-19%
CC1(C)CC(c2csc(N)n2)CCO1 (centres undefined)	0%	3%	2%	7%	1%	-5%	-2%	13	-3%	2%
COc1cccc(CNC(=O)CN(C)S(=O)(=O)c2ccc3c(c2)n(C)c(=O)c(=O)n3C)c1	-24%	2%	4%	17%	0%	2%	-4%	-6	0%	.
Cc1nc2ccc(C(=O)N(C)CC3CCCN(CCc4ccc(Cl)cc4)C3)cc2[nH]1 (centres undefined)	-53%[inhibitor]	-8%	6%	2%	-1%	1%	0%	4	-9%	1%
O=C(O)c1ccc2c(c1)C(=O)N([C@@H](Cc1ccc(O)cc1)C(=O)O)C2=O	.	.	.	1%	.	0%	.	-11	.	?
COc1ccc(C)cc1NC(=O)NCCCCc1ccccc1	0%	0%	?	7%	-2%	2%	1%	-4	6%	14%
S=c1nc(SCc2ccccc2)[nH]c2ccccc12	0%	-8%	2%	-4%	1%	23%	-15%	2	173%[activator]	?
CC(C)(C)N1C(=O)[C@H]2[C@@H](c3ccc(Br)cc3)N3C(=O)N(c4ccccc4)C(=O)[C@@]3(C)[C@H]2C1=O	8%	0%	-4%	0%	0%	2%	-2%	2	-2%	12%
COc1ccc(OC)c(C2CC(=O)C(C)C(c3cc(OC)ccc3OC)N2)c1 (centres undefined)	-21%	1%	-3%	16%	2%	3%	0%	8	0%	.
Cc1ccccc1C(=O)Nc1ccc(Cl)cn1	-7%	0%	-1%	1%	0%	7%	-2%	-9	-3%	8%
O=C(Nn1cnc2ccccc2c1=O)c1cccc(Cl)c1	7%	-2%	-2%	3%	-2%	7%	-6%	-4	.	20%

Two of the compounds above, field by field:
CC(C)(C)N1C(=O)[C@H]2[C@@H](c3ccc(Br)cc3)N3C(=O)N(c4ccccc4)C(=O)[C@@]3(C)[C@H]2C1=O
  a7 integrin act: 8%
  TCR activator: 0%
  MLL CXXC-DNA inh: -4%
  A-T KAP1 phos: 0%
  S-ASM inh: 0%
  Mito fusion yeast: 2%
  TSG101-PTAP inh: -2%
  TSHR antag: 2
  MBNL1-CUG inh: -2%
  Menin-MLL TR inh: 12%
O=C(O)c1ccc2c(c1)C(=O)N([C@@H](Cc1ccc(O)cc1)C(=O)O)C2=O
  a7 integrin act: .
  TCR activator: .
  MLL CXXC-DNA inh: .
  A-T KAP1 phos: 1%
  S-ASM inh: .
  Mito fusion yeast: 0%
  TSG101-PTAP inh: .
  TSHR antag: -11
  MBNL1-CUG inh: .
  Menin-MLL TR inh: ?

Pulled by structure from the entries so far, 2 records:
SMILES	a7 integrin act	TCR activator	MLL CXXC-DNA inh	A-T KAP1 phos	S-ASM inh	Mito fusion yeast	TSG101-PTAP inh	TSHR antag	MBNL1-CUG inh	Menin-MLL TR inh
S=c1nc(SCc2ccccc2)[nH]c2ccccc12	0%	-8%	2%	-4%	1%	23%	-15%	2	173%[activator]	?
O=C(Nn1cnc2ccccc2c1=O)c1cccc(Cl)c1	7%	-2%	-2%	3%	-2%	7%	-6%	-4	.	20%

(next part)
SMILES	a7 integrin act	TCR activator	MLL CXXC-DNA inh	A-T KAP1 phos	S-ASM inh	Mito fusion yeast	TSG101-PTAP inh	TSHR antag	MBNL1-CUG inh	Menin-MLL TR inh
C=CCN=C1CC(C)(C)CC(=O)/C1=C(\O)CCCN1C(=O)c2ccccc2C1=O	?	5%	-15%	0%	0%	-6%	1%	1	.	-1%
COc1ccc(CCn2c(=N)c(C(=O)NCCN3CCOCC3)cc3c(=O)n4cccc(C)c4nc32)cc1OC	-22%	9%	8%	-4%	26%	0%	-2%	-1	?	.
O=C(CCCN1C(=O)c2cccc3cccc(c23)C1=O)N1CCN(c2ccccc2)CC1	0%	4%[46.1 µM]	-6%	2%	-8%	4%	5%	-6	?	-8%
CCOC(=O)N1CCN(C(=O)c2cc(COc3ccc(Cl)cc3OC)on2)CC1	-20%	2%	11%	1%	-2%	-2%	-2%	13	2%	.
CC(=O)Nc1ccc(S(=O)(=O)N(Cc2ccccc2)C(C)C)cc1	-46%[inhibitor]	0%	4%	5%	-2%	5%	0%	0	-9%	25%
CC1CN(C(=O)COC(=O)c2cc(Cl)ccc2Cl)CC(C)O1 (centres undefined)	16%	-1%	1%	2%	2%	0%	-4%	0	-20%	1%
NC(=O)CSc1nc(-c2ccccc2)nc2c1CCCC2	7%	1%	-24%	-4%	3%	-2%	0%	-11	5%	-11%
CSc1ccc(/C=N/N2CCN(Cc3ccccc3)CC2)cc1	-36%	1%	?	-1%	-2%	3%	-5%	-2	1%	-19%
COc1ccc(-c2nc(C#N)c(NCC3CCCO3)o2)cc1 (centres undefined)	-21%	0%	9%	-3%	1%	21%	-1%	-13	?	-3%
CCOC(=O)C1=C(CN2CCN(CCC#N)CC2)NC(=O)NC1c1ccc2c(c1)OCO2 (centres undefined)	-10%	-5%	?	1%	4%	4%	0%	3	3%	1%
